High-throughput results from PubChem.
aSyn UTR inh: MLPCN primary screen, SNCA 5' untranslated region; alpha-synuclein 5'UTR reporter, inhibitor activity; inhibition, % (tested at 7.5 µM); actives 0.82% (n = 300,000); in the data active = inhibition above about 60%;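 also: H4 neuroglioblastoma cells stably carrying SNCA 5'UTR luciferase fusion; 0% = DMSO wells and 100% = positive control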
PolyA inh: inhibitors of polyadenylation in S. cerevisiae | actives 0.02% (n = 300,000) | S. cerevisiae SKY197-pL101 polyadenylation reporter, beta-gal luminescence; efflux-impaired pdr1/pdr3 knockout yeast; score 100 = 6 SD above DMSO | calls only at 12 µM;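 active = lowest replicate activity score at least 50, where 100 means six control SD above control mean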;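 also: yeast exposed to compound for 9 h at 30 °C; higher score means more reporter readthrough which indicates perturbed polyadenylation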
IEC-6 tox: kills IEC-6 intestinal cells in KLF5 counter-screen. inhibition, % at 5 µM. IEC-6 cytotoxicity, luminescence viability. actives 0.78% (n = 290,000); in the data active = inhibition above about 22%;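 also: 0% = plate median of test compound wells and 100% = cytotoxic reference compound wells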
AI-2 QS modul: Vibrio harveyi AI-2 quorum sensing modulation; Vibrio harveyi JMH597 AI-2 luminescence/OD600 ratio, 9 h; hits give low values; strain lacks LuxN and CqsS sensors; 0 = neutral-control median; activity change, % at 7.5 µM; actives 0.4% (n = 300,000); AID 2094; in the data active = activity change below about -75%, passing the limit was not always enough;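 also: luminescence divided by OD600 gain over 9 h not by final OD600 alone; inactives centre near 13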
GSK3A inh: blocks human GSK-3 alpha kinase; inhibition, % at 10 µM; P49840; ADP-Glo luminescence, 60 min; actives 0.1% (n = 320,000);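 in the data active = inhibition above about 50%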;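 also: GST-tagged GSK-3 alpha with peptide substrate and 25 µM ATP; 0% = DMSO neutral wells and 100% = GW8510 positive control wells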
Target sequence (P49840 whole entry, looked up): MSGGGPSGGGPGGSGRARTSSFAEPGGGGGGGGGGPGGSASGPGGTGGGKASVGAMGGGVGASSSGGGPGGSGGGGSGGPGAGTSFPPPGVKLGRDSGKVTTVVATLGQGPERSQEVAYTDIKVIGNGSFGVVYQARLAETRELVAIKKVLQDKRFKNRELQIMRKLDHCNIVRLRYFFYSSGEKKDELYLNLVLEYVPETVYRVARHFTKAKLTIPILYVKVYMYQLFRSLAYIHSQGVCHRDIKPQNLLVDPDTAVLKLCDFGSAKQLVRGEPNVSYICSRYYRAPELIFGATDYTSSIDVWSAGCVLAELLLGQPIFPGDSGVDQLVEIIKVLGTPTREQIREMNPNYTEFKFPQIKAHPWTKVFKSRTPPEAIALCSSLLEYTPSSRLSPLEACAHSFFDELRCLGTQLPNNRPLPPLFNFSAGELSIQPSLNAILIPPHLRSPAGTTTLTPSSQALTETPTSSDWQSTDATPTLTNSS
HSF1 activator: increases HSF-1 driven luciferase reporter signal | activation, % at 9 µM | NIH3T3-HGL HSF-1 luciferase reporter, MG132, 8 h; 100% = twice DMSO control signal | actives 1.7% (n = 300,000);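 active = mean replicate activation of at least 50% with a set share of replicates each reaching 50%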;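 also: 0% = median of the neutral control wells and 100% = twice that signal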
KLF5 inhibitor: kruppel-like factor 5 inhibition; DLD-1 KLF5 promoter-luciferase reporter, luminescence; inhibition, % at 5 µM; actives 0.23% (n = 290,000); AID 1700;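 active = inhibition above a per-plate limit of that plate's mean compound inhibition plus 3 SD, cut at about 60% in these data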;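 also: 0% = DMSO wells and 100% = LY294002 at 200 µM; higher means less KLF5 promoter-driven luciferase light; inactives centre near -14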
HSP90 refold inh: blocks HSP90-mediated luciferase refolding in reticulocyte lysate. Rabbit reticulocyte lysate, luciferase refolding luminescence, 3 h. inhibition, % at 5.6 µM. AID 1789. actives 0.91% (n = 290,000);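 active = inhibition above the screen-wide mean plus 3 SD, computed separately per campaign, cut at about 16% in these data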;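 also: 0% = DMSO wells and 100% = 60 µM geldanamycin wells; inhibitors lower the luminescence because luciferase stays unfolded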
HSF1 inh: HSF1 inhibition | actives 0.77% (n = 300,000) | NIH3T3-HGL HSE-luciferase, MG132-induced, luminescence 8 h; hits give low values | activity change, negative = inhibition, % at 7.5 µM (by protocol);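 active = more than half of replicate wells show activity change below -50%, luminescence cut by over half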;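 also: luciferase reports HSF-1 transcriptional activity via heat shock element; 0% = median of DMSO wells and -100% = zero luminescence signal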
GSK3B inh: inhibitors of human GSK3beta kinase | GST-GSK3beta kinase, ADP-Glo luminescence, 60 min; hits give low values | activity score (negative = inhibition), % at 10 µM | actives 0.038% (n = 300,000);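 active = more than half of replicate wells score below -50%, meaning over 50% inhibition versus plate controls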;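 also: 0% = median DMSO wells and -100% = median GW8510 positive control wells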
Target sequence (P49841 whole entry, looked up): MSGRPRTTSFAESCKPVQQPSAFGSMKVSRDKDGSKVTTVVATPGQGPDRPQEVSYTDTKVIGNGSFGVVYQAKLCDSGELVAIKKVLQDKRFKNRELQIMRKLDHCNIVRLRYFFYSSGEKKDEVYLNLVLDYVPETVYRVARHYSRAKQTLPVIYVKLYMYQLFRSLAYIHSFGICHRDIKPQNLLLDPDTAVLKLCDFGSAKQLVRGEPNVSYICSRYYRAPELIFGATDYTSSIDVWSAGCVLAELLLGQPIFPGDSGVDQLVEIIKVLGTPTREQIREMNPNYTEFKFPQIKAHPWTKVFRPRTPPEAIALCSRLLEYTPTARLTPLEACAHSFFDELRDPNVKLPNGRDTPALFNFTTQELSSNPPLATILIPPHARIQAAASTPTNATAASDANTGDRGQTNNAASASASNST
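Test system: GST-tagged human GSK3beta kinase, cell-free; evaluation: activity score scaled between in-plate DMSO and GW8510 controls; measured by: ADP-Glo luminescence; incubation: 60 min reaction, RT; benchmarks: DMSO and 20 µM GW8510; reagent: peptide substrate plus 25 µM ATP (final); medium: Tris/MgCl2 kinase buffer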
Starred values were filed as active, the others as inactive; i = inactive; x = not tested or not shown.

molecule | HSP90 refold inh | AI-2 QS modul | HSF1 inh | IEC-6 tox | GSK3A inh | HSF1 activator | KLF5 inhibitor | GSK3B inh | PolyA inh | aSyn UTR inh
CC1Sc2ccc(S(=O)(=O)N3CCN(c4ccccc4)CC3)cc2NC1=O (stereo unspecified) | -2 | 17 | 10 | -9 | 0 | 24 | -23 | 3 | i | -12
Cc1cc(C)c(S(=O)(=O)NCC(c2ccco2)N2CCc3ccccc3C2)c(C)c1 (stereo unspecified) | x | 8 | -1 | x | 3 | 2 | x | 5 | i | -4
Cc1ccc(Nc2nnc(SC3CCOC3=O)s2)c(C)c1 (stereo unspecified) | 1 | 19 | -3 | 16 | 1 | -18 | -10 | 0 | i | -11
COc1ccc(N2C(=O)CC(Sc3nc(C)c4c(n3)CCCC4)C2=O)cc1 (stereo unspecified) | 2 | 8 | -6 | 0 | -2 | -9 | 4 | -1 | i | -47
CCn1c(=S)[nH]c2scc(-c3cccs3)c2c1=O | 5 | 8 | -5 | -1 | x | -5 | 5 | -2 | i | -72
CCCCNC(=O)COC(=O)c1cc(C)nc2ccccc12 | 7 | -6 | 6 | 8 | -2 | 14 | -7 | 1 | i | -11
CCCNc1nc(NCC)nc(OC)n1 | -1 | 5 | -14 | 0 | -1 | -15 | -1 | 0 | i | 23
O=C(CSc1nnc(-c2ccccc2)o1)NC1CCCC1 | x | 18 | 13 | x | -3 | 30 | x | -1 | i | -24
O=C(Nc1ccccc1)c1ccc(N2CCN(c3ccccn3)CC2)c(S(=O)(=O)N2CCOCC2)c1 | 1 | -1 | -4 | -2 | -2 | 14 | -13 | 2 | i | 25
CC(C)C1CC(c2ccccc2)(C(CN)CO)CCO1 (stereo unspecified) | 3 | 24 | -2 | 1 | -4 | 12 | 12 | 0 | i | -4
COc1cc(CCC(=O)Nc2c(C(=O)N3CCN(c4ccccc4)CC3)oc3ccccc23)on1 | 0 | 40 | 4 | 4 | -1 | 5 | 3 | 0 | i | -17
CCOc1ccc(C(=O)Nc2cc(-c3nc4ccccc4[nH]3)ccc2Cl)cc1[N+](=O)[O-] | -1 | 33 | 2 | 5 | -1 | 4 | -8 | 3 | i | 36
CN(C)S(=O)(=O)c1cc(C(=O)NCC2CCCO2)c(Cl)cc1Cl (stereo unspecified) | 0 | 21 | -7 | -4 | -1 | -6 | -11 | -3 | i | 3
CC(NC(=O)C1CCC(CNc2c(N3CCCCC3)c(=O)c2=O)CC1)c1ccccc1 (stereo unspecified) | -3 | 12 | 3 | -6 | -1 | -4 | -6 | 0 | i | -10
COc1cccc(CNC(=O)C(C)n2ccc3cc(S(=O)(=O)N4CCCCCC4)ccc32)c1 (stereo unspecified) | 0 | 5 | 11 | -3 | 2 | 25 | -16 | 0 | i | 18
c1ccc(Nc2c3c(nc4ccccc24)CCC3)cc1 | 3 | 13 | -7 | 15 | -1 | -2 | -15 | -1 | i | -17

Continued, starting with the last 2 of the part before.
molecule | HSP90 refold inh | AI-2 QS modul | HSF1 inh | IEC-6 tox | GSK3A inh | HSF1 activator | KLF5 inhibitor | GSK3B inh | PolyA inh | aSyn UTR inh
COc1cccc(CNC(=O)C(C)n2ccc3cc(S(=O)(=O)N4CCCCCC4)ccc32)c1 (stereo unspecified) | 0 | 5 | 11 | -3 | 2 | 25 | -16 | 0 | i | 18
c1ccc(Nc2c3c(nc4ccccc24)CCC3)cc1 | 3 | 13 | -7 | 15 | -1 | -2 | -15 | -1 | i | -17
CCC(C)(C)n1nnnc1C(c1cccc(C#N)c1)N1CCN(c2cc(C)ccc2C)CC1 (stereo unspecified) | x | 7 | 3 | x | 3 | 2 | x | -3 | i | -3
CC1(C)SC(=S)N(/N=C/c2ccccc2O)C1N(O)C(=O)Nc1ccccc1 (stereo unspecified) | 5 | -9 | 11 | -6 | -1 | -7 | 9 | 4 | i | -13
Clc1ccccc1-c1nc(N/N=C/c2cccnc2)c2ccccc2n1 | -2 | 15 | -4 | 6 | 0 | 4 | -14 | 2 | i | -32
CCOC(=O)c1c(C2COc3ccccc3O2)csc1N (stereo unspecified) | 0 | 4 | -2 | 5 | 2 | -3 | -25 | -1 | i | -2
Cc1ccc(Nc2nc(/N=C/N(C)C)n[nH]2)cc1C | 0 | 18 | -1 | 5 | -2 | 9 | -69 | 1 | i | -79
CCCn1c(=O)c2ccccc2n2c(SCc3nc4ccccc4s3)nnc12 | 0 | 9 | x | 5 | 0 | x | -59 | -4 | i | -160
Cc1ccc(OCC(=O)c2cc(C)n(-c3ccccc3)c2C)c([N+](=O)[O-])n1 | 1 | -4 | -62* | 9 | 0 | -65 | -19 | 0 | i | 68*
CCc1ccc(OCC(=O)Nc2ccc(S(=O)(=O)N3CCCC3)cc2)c(Br)c1 | 0 | 3 | -4 | 0 | -3 | 8 | -14 | 4 | i | -45
O=C(NNC(=O)c1n[nH]c(=O)c2ccccc12)c1ccc(Br)cc1 | 6 | 10 | 8 | -6 | 6 | 17 | 1 | 0 | i | -12
Cc1cc2sc(NC(=O)c3ccco3)nc2cc1Cl | 4 | 9 | 37 | -5 | 0 | 66* | -130 | -1 | i | -35
CCOC(=O)N1CCC(=NNC(N)=O)CC1 | -5 | 21 | -7 | -6 | -4 | -2 | -17 | 4 | i | 11
CCOc1ccc(S(=O)(=O)N2CCCC(C(=O)NCc3cccnc3)C2)cc1C (stereo unspecified) | -4 | -2 | -5 | 6 | 1 | -24 | -6 | 1 | i | 33
O=C(CCNC(=O)c1ccco1)Nc1cccc(Br)c1 | -1 | -7 | -5 | -2 | -3 | -8 | 13 | -24 | i | 12
COc1ccc(CCN2C(=O)CC(C(N)=O)SC2=Nc2ccc(F)cc2)cc1OC (stereo unspecified) | -2 | -17 | -12 | -3 | -2 | 11 | 9 | 1 | i | 31
O=C(CN(c1ccccc1)S(=O)(=O)c1ccccc1)N/N=C/c1ccc(OC2CSC2)cc1 | 0 | 13 | -24 | -1 | 1 | -36 | -16 | 0 | i | 13
O=C(CCN1C(=O)/C(=C/c2ccc3c(c2)OCO3)SC1=S)Nc1cccc(C(=O)O)c1 | -8 | 29 | -2 | -3 | 0 | -3 | -8 | 1 | i | -16
COc1ccccc1Nc1nc(NCCO)c2ccccc2n1 | 1 | 5 | -31 | 0 | x | -47 | -30 | -2 | i | -26
CSCc1ccc(C(=O)N2CCC(N3CCC(C(=O)NC(C)C)CC3)CC2)o1 | -3 | 20 | 1 | 2 | -1 | 3 | -19 | 1 | i | -5
COc1ccccc1-c1nc(-c2ccc(Br)o2)no1 | 4 | 4 | 29 | 6 | -1 | 46 | -94 | 1 | i | -95
O=C(CN(c1ccc(F)cc1)S(=O)(=O)c1ccc2c(c1)OCCO2)NCc1ccccc1 | 4 | 7 | 0 | -5 | -1 | -5 | -14 | -2 | i | 14
CCCc1oc(C(=O)O)cc1CN | 0 | 23 | -14 | 2 | -1 | -2 | 2 | 2 | i | 12
CCN1C(=O)c2ccccc2S(=O)c2ccc(C(=O)N3CCCC3)cc21 (stereo unspecified) | -5 | 21 | -85* | -8 | -3 | -88 | -11 | 2 | i | 2
C/C(=N\OCC(=O)NCC(F)(F)F)c1cc2ccccc2o1 | -1 | 17 | 3 | -11 | -2 | 18 | -57 | 0 | i | -76
COCCCN1C(=O)c2ccc(C(=O)OCC(=O)NCCc3ccccc3)cc2C1=O | -3 | 29 | 3 | 0 | 1 | -6 | -8 | -2 | i | -6
O=C(Nc1cccc(Cl)c1)c1ccc2c(=O)n3c(nc2c1)CCCCC3 | 2 | 10 | 4 | 4 | x | 12 | -99 | 1 | i | -217
Cc1cc(C)n(C(=O)CNC(=O)c2ccco2)n1 | 0 | 1 | 1 | 2 | -1 | 2 | -8 | -4 | i | 0
CN(C)S(=O)(=O)N1CCN(C(=O)c2ccc3c(c2)OCO3)CC1 | -3 | 7 | -5 | -7 | -1 | -4 | 6 | -1 | i | -1
CCOC(=O)c1c(NC(=O)COC(=O)Cn2c(C(F)(F)F)nc3ccccc32)sc(C)c1C | 4 | 19 | -1 | 3 | -5 | 1 | -25 | 2 | i | 16
C/C(=N\NC(=O)c1ccc(CSc2nc(C)cc(C)n2)cc1)c1ccco1 | 1 | 13 | -6 | 5 | 1 | 0 | -1 | 2 | i | 18
Cc1cc(C)cc(C(=O)NC(CC(N)=O)c2ccc(NCC3CC3)c([N+](=O)[O-])c2)c1 (stereo unspecified) | -2 | 19 | 5 | 6 | 1 | 10 | -2 | 1 | i | 10
CCc1cccc(NC(=O)C2CCCN(S(=O)(=O)c3c(C)[nH]c(=O)[nH]c3=O)C2)c1 (stereo unspecified) | 2 | 20 | -4 | 0 | 0 | 7 | 0 | -1 | i | -2
CC1CC(C)CN(C(=O)c2ccc(CNc3c(N4CCCC4)c(=O)c3=O)cc2)C1 (stereo unspecified) | 4 | 20 | 2 | -2 | -3 | -8 | -19 | -3 | i | 3
CCc1nnc(N2C(=O)c3ccccc3C2(O)c2ccccc2)s1 (stereo unspecified) | -2 | 21 | -10 | 1 | -1 | 1 | 2 | 2 | i | 9
COc1ccc(NC(=O)CN2CCN(C3c4ccccc4-c4ccccc43)CC2)c(OC)c1 | 0 | 22 | 4 | 4 | 0 | -1 | -14 | 2 | i | 34
CCOc1ccc(CCNC(=O)CS(=O)Cc2nc(-c3ccccc3Cl)oc2C)cc1OCC (stereo unspecified) | 4 | 11 | -6 | -3 | -3 | 8 | -30 | -6 | i | 18
COc1ccc(Cl)cc1NC(=O)CN(C)CC(=O)Nc1ccccc1C(F)(F)F | 0 | 20 | 0 | -4 | 8 | 4 | 14 | -2 | i | 20
COCC(C)n1c(C)cc(C(=O)CN2C(=O)NC3(CCCCC3C)C2=O)c1C (stereo unspecified) | 4 | 14 | -7 | -3 | -3 | -15 | -9 | 2 | i | -28
Cc1ccccc1NC(=O)Cn1nnc(-c2ccc(N3CCOCC3)cc2)n1 | 2 | 19 | -10 | 3 | -3 | 12 | -2 | -5 | i | -16
Cc1cc(/C(N)=N/OC(=O)Nc2cccc(C(F)(F)F)c2)no1 | 4 | 10 | -9 | 3 | -2 | 2 | -36 | -2 | i | -1
COc1ccc(N2CCN(c3nc4c(c(=O)[nH]c(=O)n4C)n3Cc3cccc(C)c3)CC2)cc1 | 2 | 17 | 1 | 6 | 0 | 1 | -10 | -1 | i | 24
CC1(NC(=O)N2CCOCC2)CCS(=O)(=O)C1 (stereo unspecified) | 2 | 25 | -1 | 4 | -4 | 5 | 21 | 1 | i | 13
COc1ccccc1C1C2=C(CC(C)(C)CC2=O)Nc2nnnn21 (stereo unspecified) | 2 | 13 | 2 | -15 | -2 | -18 | -3 | 2 | i | 22

The list is partial. The share of hits here may be higher or lower than overall.
